# PG9 binder: binds the HIV-1 gp120 antibody PG9 | hit rate 0.43% among 360,000 | TR-FRET gp120-PG9 antibody binding | inhibition, % at 6.7 µM; in the data active = inhibition above about 8.5%
# HTRA1 inhibitor: blocks human HTRA1 serine peptidase | Q92743 | recombinant HTRA1, FP-rhodamine activity-based probe, fluorescence polarization | inhibition, % at 5.96 µM | hit rate 0.5% among 340,000 | AID 504803; in the data active = inhibition above about 36%;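 also: 0% = enzyme with DMSO and 100% = wells lacking enzyme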
# Target sequence (Q92743 whole entry, looked up): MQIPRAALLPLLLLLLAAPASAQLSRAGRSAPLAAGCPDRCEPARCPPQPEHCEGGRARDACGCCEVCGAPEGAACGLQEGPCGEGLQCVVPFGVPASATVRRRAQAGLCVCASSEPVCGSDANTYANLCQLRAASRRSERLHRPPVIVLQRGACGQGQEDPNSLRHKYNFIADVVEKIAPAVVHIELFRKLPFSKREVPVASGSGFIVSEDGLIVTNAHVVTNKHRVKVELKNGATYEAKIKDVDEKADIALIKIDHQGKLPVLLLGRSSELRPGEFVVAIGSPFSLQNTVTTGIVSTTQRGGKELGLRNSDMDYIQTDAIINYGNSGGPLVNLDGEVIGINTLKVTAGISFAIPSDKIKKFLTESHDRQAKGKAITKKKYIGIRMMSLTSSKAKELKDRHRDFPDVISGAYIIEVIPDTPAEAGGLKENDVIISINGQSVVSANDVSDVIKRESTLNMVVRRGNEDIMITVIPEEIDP
# LEDGF integ inh: blocks HIV-1 LEDGF/p75-dependent DNA integration | TR-FRET IN-LEDGF/p75 DNA integration, Eu/Cy5 | inhibition, % at 3.7 µM | hit rate 0.64% among 370,000;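 active = inhibition above the screen-wide mean plus 3 SD, cut at about 13% in these data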;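 also: signal is the Cy5 over europium emission ratio at 671 and 618 nm; 0% = plate median of compound wells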
# TCR-CD3 inh: human TCR-CD3 binding inhibition; inhibition, % at 9.4 µM; hit rate 0.37% among 360,000; TAMRA-labeled TCR probe fluorescence, biochemical; AID 651800; in the data active = inhibition above about 19%;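 also: recombinant mutant TCR 2C K166C tagged with TAMRA read by polarization; 0% = receptor in buffer alone and 100% = receptor with positive control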
# SIAE inh: inhibitors of human sialic acid acetylesterase SIAE; SIAE FP-Rh probe binding, fluorescence polarization; AID 1053197; hit rate 0.69% among 370,000; inhibition, % at 9.66 µM;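 active = inhibition above a cutoff: mean of compounds within the control limits plus 3 SD of those, cut at about 17% in these data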;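 also: 0% = plate median of compound wells and 100% = probe without SIAE protein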
# DDE Tn7 FP inh: inhibitors of Tn7 peptide binding to human fibrin DD(E). P02675. FP displacement of FITC-Tn7 peptide from fibrin DD(E); 0% = median of compound wells per plate. inhibition, % at 8.3 µM. hit rate 0.13% among 370,000;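 active = inhibition above the mean of compounds falling within the control limits plus 3 SD of them, cut at about 14% in these data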;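 also: 0% = plate median of compound wells and 100% = 10 µM Aha-Tn7 peptide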
#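 Assay system: Human fibrin DD(E) protein | Medium: Tris buffer with calcium and detergent, pH 7.8 | Reagent: 0.1 µM fluorescent Tn7 | Compound dosing: Single point at 8.3 µM | Times: 10 min preincubation, 3 h with tracer, room temperature | Detection: Fluorescence polarization of the labelled Tn7 tracer | Controls: Aha-Tn7 high control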
# mABHD4 FP: ABHD4 (mouse) inhibition, primary FP screen | Q8VD66 | hit rate 0.54% among 370,000 | purified mABHD4, FP-Rh probe fluorescence polarization | AID 720543 | inhibition, % at 8.92 µM;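 active = inhibition exceeding the mean over every tested compound plus 3 SD, cut at about 30% in these data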;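 also: 0% = plate median of compound wells and 100% = S159A mutant with DMSO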
# Target sequence (Q8VD66 whole entry, looked up): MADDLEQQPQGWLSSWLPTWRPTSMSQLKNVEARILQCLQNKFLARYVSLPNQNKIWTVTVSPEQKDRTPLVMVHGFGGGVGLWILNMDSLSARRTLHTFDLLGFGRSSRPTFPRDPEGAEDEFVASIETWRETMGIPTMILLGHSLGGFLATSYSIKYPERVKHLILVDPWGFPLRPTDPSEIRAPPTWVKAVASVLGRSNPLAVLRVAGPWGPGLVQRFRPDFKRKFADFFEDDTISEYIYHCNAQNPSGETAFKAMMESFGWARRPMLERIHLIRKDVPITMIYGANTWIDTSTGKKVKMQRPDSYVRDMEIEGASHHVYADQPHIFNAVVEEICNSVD
#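 Assay system: mABHD4 protein; medium: HEPES pH 7.0, NaCl, Pluronic buffer; dosing: 8.92 µM, single dose; schedule: 45 min + 60 min at 25 °C; signal: FP readout, ex 525 nm / em 598 nm; read-out: normalized percent inhibition of probe labeling; repeats: single replicate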
# PRMT1 FP inh: PRMT1 (human) inhibition, primary screen | Q99873 | recombinant PRMT1, activity-based probe fluorescence polarization | inhibition, % at 2.79 µM | hit rate 1.3% among 370,000 | AID 652257;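 active = inhibition above about 21% made by adding two undisclosed values, limit read from the data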
# TDP2 inh: blocks human TDP2 phosphodiesterase activity | O95551 | recombinant TDP2, T5PNP hydrolysis, p-nitrophenol absorbance 415 nm | inhibition, % at 12.8 µM | hit rate 0.34% among 370,000 | AID 720702;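 active = inhibition above the mean of all tested compounds plus 3 SD, set per campaign, cut at about 25% in these data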;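 also: 0% = DMSO with enzyme and 100% = buffer with substrate but no TDP2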
#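 Read-out basis: percent inhibition. System: recombinant human TDP2. Buffer or medium: Mg2+-containing Tris-HCl buffer, pH 7.5. Repeats: single replicate. Timing: reaction 2 h, 37 °C. Benchmarks: high control without enzyme, low control DMSO plus TDP2. Probe or stimulus: 5 mM T5PNP. Doses: 12.8 µM only. Measured by: epi absorbance of p-nitrophenol freed from T5PNP by hydrolysis.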
# UHRF1 MBD2 ctr: human UHRF1 methylated DNA binding inhibitors. Q96T88. inhibition, % at 4.4 µM. UHRF1 binding to methylated oligo, TR-FRET. AID 687016. hit rate 0.75% among 370,000; in the data active = inhibition above about 21%;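 also: UHRF1 SRA domain binding a hemimethylated CpG hairpin DNA probe; 0% = median of test compound wells and 100% = reference inhibitor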
# Numbers without * were called inactive; . = no result given.
smiles	PG9 binder	HTRA1 inhibitor	mABHD4 FP	TCR-CD3 inh	DDE Tn7 FP inh	LEDGF integ inh	SIAE inh	PRMT1 FP inh	UHRF1 MBD2 ctr	TDP2 inh
O=C(CCCc1ccccc1)NC12CC3CC(CC(C3)C1)C2	-1.1	-9	-1	-2	1	-3	-4	0	1	-2
COc1ccccc1OCc1nnc(SCC(=O)NCc2ccco2)n1-c1ccccc1	-1.8	5	1	1	3	-4	8	-1	-1	9
O=C(COC(=O)c1cnc(Cl)c(Cl)c1)NCc1ccco1	1.0	4	-4	-2	-1	2	8	7	2	2
C=CCn1c(C)cc(C(=O)CSc2nnc(NCc3ccccc3)s2)c1C	-4.0	-30	-11	-2	0	0	5	-1	-3	-3
Cc1ccc(NS(=O)(=O)c2c(C)[nH]c(=O)[nH]c2=O)c(C)c1	-0.4	3	3	-9	-2	-2	-6	4	1	1
COc1ccc(NC(=O)CN2C(=O)NC3(CCCC3)C2=O)cc1S(=O)(=O)N1CCCCC1	0.0	3	1	1	2	0	2	0	-2	1
CCOc1ccc(C2N(c3ccc(F)cc3)C(=O)C3CCCN32)cc1 (stereo not given)	-1.3	1	6	2	3	0	-4	-4	2	5
CCOc1ccc(CCNC(=O)COC(=O)c2ccc(F)c(S(=O)(=O)N3CCOCC3)c2)cc1OCC	-2.5	2	-9	3	1	4	3	-8	-1	-17
COc1cccc(CC(=O)Nc2ccccc2N2CCCC2)c1	-3.8	4	-3	1	-4	-1	6	-2	2	5
CCCn1c(SCC(=O)N2c3ccccc3CC2C)n[nH]c1=O (stereo not given)	-0.2	3	1	-1	4	5	1	-3	0	3
O=C(CSc1nc(-c2ccc(F)cc2)cs1)N1CCOCC1	0.4	-7	-1	8	-6	-3	-4	-1	0	-6
O=C(CCc1ccccc1)NNC(=O)C12CC3CC(CC(C3)C1)C2	3.8	1	1	-7	-2	0	1	4	1	8
COc1ccc(C(CCN2CCOCC2)c2c(OC)cc(OC)c3ccc(=O)oc23)cc1 (stereo not given)	0.0	0	-4	2	9	-3	3	2	-1	4
CCOC(=O)c1c(C)n(C)c2ccc(OC)c(NC(=O)CCN3CCC(Cc4ccccc4)CC3)c12	-0.7	10	0	3	4	1	1	0	0	-2
CC(=O)Nc1sc(N/N=C/c2ccc(O)cc2)nc1-c1ccc(C)cc1	-0.4	-3	5	5	-8	-1	9	-2	-8	19
COc1cc(/C=N/NC(=O)c2cccnc2)ccc1OCC(=O)Nc1ccccc1Cl	-0.2	-5	-1	-4	-3	3	-19	-3	0	2
Cc1cc2[nH]c3c4ccccc4nc(C)c3c2cc1C	-0.4	-85	10	0	3	-1	9	-1	6	0
Cc1ccnc(N2CCN(C(=O)CSc3nc4ccccc4nc3N3CCCCC3)CC2)c1	-2.6	-37	-2	8	3	-3	-4	0	17	-6
O=C(CCSc1ccc(Cl)cc1)NN=C1CCCCCC1	-1.0	-20	-3	1	1	-3	5	1	0	-7
CN(CC(=O)Nc1ccc(F)cc1[N+](=O)[O-])Cc1ccccc1	1.1	-5	10	-1	-2	-1	1	3	-1	-6
CC(NCc1ccc2c(c1)OCO2)C(=O)NC1CCCCC1 (stereo not given)	-0.5	3	3	6	-3	0	4	-1	-1	-3
O=C(CCNC(=O)c1ccc(Br)cc1)Nc1cc(Cl)ccc1-n1cncn1	1.2	-4	4	-2	5	-4	-1	1	0	3
CC(C)NC(=O)C1CCCN(S(=O)(=O)c2cccs2)C1 (stereo not given)	-0.2	0	-4	0	5	-1	-4	3	2	3
CS(=O)(=O)NCCSCc1c(F)cccc1Cl	0.3	4	15	-4	1	-2	-5	0	1	5
Cc1cccc(NC(=O)C2CCCN(C(=O)Nc3ccccc3)C2)c1C (stereo not given)	1.2	1	2	-6	-9	-2	-1	2	4	6
O=C(NCc1ccc(Cl)cc1)c1n[nH]c([N+](=O)[O-])c1Cl	-0.6	-2	0	2	-6	4	0	-1	-3	-3
O=C(NNS(=O)(=O)c1ccc2ccccc2c1)c1cccnc1	-2.4	-5	3	8	-7	1	4	-1	-3	6
O=C1CC(N2CCN(c3ccccc3Cl)CC2)C(=O)N1c1ccccc1 (stereo not given)	5.0	-7	0	-1	5	1	3	24*	3	2
Cn1c(COc2ccccc2)nnc1SCC(=O)Nc1ccc(OCc2ccccc2)cc1	.	.	3	.	-4	1	7	-2	-1	4
CCOC(=O)c1c(NC(=O)c2ccco2)sc2c1CCCCC2	1.1	-1	-1	-6	-8	2	2	-1	-1	-3

# An excerpt from above in order of SMILES length, smallest number first.
smiles	PG9 binder	HTRA1 inhibitor	mABHD4 FP	TCR-CD3 inh	DDE Tn7 FP inh	LEDGF integ inh	SIAE inh	PRMT1 FP inh	UHRF1 MBD2 ctr	TDP2 inh
CC(C)NC(=O)C1CCCN(S(=O)(=O)c2cccs2)C1 (stereo not given)	-0.2	0	-4	0	5	-1	-4	3	2	3
COc1ccc(C(CCN2CCOCC2)c2c(OC)cc(OC)c3ccc(=O)oc23)cc1 (stereo not given)	0.0	0	-4	2	9	-3	3	2	-1	4
CCOc1ccc(CCNC(=O)COC(=O)c2ccc(F)c(S(=O)(=O)N3CCOCC3)c2)cc1OCC	-2.5	2	-9	3	1	4	3	-8	-1	-17

# Other structures:
smiles	PG9 binder	HTRA1 inhibitor	mABHD4 FP	TCR-CD3 inh	DDE Tn7 FP inh	LEDGF integ inh	SIAE inh	PRMT1 FP inh	UHRF1 MBD2 ctr	TDP2 inh
COC(=O)[C@@]1(Sc2ccc(C)cc2)CC(=O)N(C(=O)CCc2ccccc2)[C@@H]1c1ccccc1	-0.1	.	-11	5	2	-4	-2	6	0	4
CC(C(=O)O)c1cccc(Oc2ccccc2)c1 (stereo not given)	0.2	7	-11	-1	-5	3	0	5	3	2
N#CC1(NC(=O)COC(=O)CCCN=C2NS(=O)(=O)c3ccccc32)CCCCC1	-1.6	7	0	-5	-4	2	-2	0	1	4
NC(=Nc1ccccc1)NC(=O)c1nc(Cl)c(N)nc1N	1.3	-1	3	0	-13	2	1	0	-2	1
C=CCN(c1ccccc1)S(=O)(=O)c1ccc(Cl)c(C(=O)OCC(=O)N(C)C2CCS(=O)(=O)C2)c1 (stereo not given)	-0.5	-1	-1	12	-3	6	-2	-1	0	0
O=S(=O)(NCC(c1cccnc1)N1CCN(c2ccccc2F)CC1)c1cccs1 (stereo not given)	-1.3	-3	3	-10	2	-2	-8	7	1	2
COCC(C)NS(=O)(=O)c1ccccc1 (stereo not given)	0.6	5	4	-8	0	1	-5	-2	0	7
COc1ccc(/C=C/C(=O)NCc2c(C)nn(C)c2C)cc1COc1ccc(Br)cc1	0.3	-25	-15	0	0	4	-3	1	-3	-1
Cc1ccccc1NC(=O)C1C2/C=C\CCCCC21 (stereo not given)	-1.5	0	1	10	-4	-1	-9	-1	6	-1
COc1ccc(CCNC(=O)c2ccc(Br)cc2)cc1	-2.2	3	-4	5	6	1	-3	-2	2	-13
CC(C)c1ccc(/C=C2\SC(=S)N(CCC(=O)NCCCn3ccnc3)C2=O)cc1	0.3	-7	-12	6	-10	4	-7	7	-3	1
Cc1ccc(S(=O)(=O)N(C)C)cc1NC(=O)COC(=O)c1ccc2c(c1)NC(=O)CS2	1.1	-3	2	4	2	6	-3	-8	-2	8
O=C(O)c1cccc2sc3cc(Cl)ccc3c(=O)c12	1.7	8	4	-3	-5	3	1	-3	-4	5
CCc1cc(=O)oc2cc(OCc3ccc(C(=O)O)o3)ccc12	-1.6	3	-11	5	-6	5	-2	2	1	-2
O=C(N/N=C/c1cccnc1)c1cc(-c2ccc(Br)cc2)nc2ccccc12	1.7	-30	-44	5	4	0	-70	0	0	0
CCC1C=C(c2ccccc2)C=CN=C1N(CC)CC (stereo not given)	-3.0	0	-9	5	6	5	1	-3	-1	-4
Cc1cccc(C)c1NC(=O)NNC(=O)c1cc(C(C)(C)C)nn1Cc1ccccc1	-1.5	-4	-5	-1	0	1	-6	0	-1	5
Cc1ccc(N2CC(NS(=O)(=O)c3cccnc3)CC2=O)cc1 (stereo not given)	0.2	-5	3	2	-5	-1	0	-5	2	-2
CC(C)Cn1cnc2c(Sc3c([N+](=O)[O-])ncn3C)nc(N)nc21	-1.2	0	-8	3	-5	3	-5	-2	3	-9
CC(=O)Nc1ccc(C(=O)COC(=O)Cc2ccsc2)c(F)c1	-3.3	0	-6	5	8	-1	-2	1	-2	-1
CCOC(=O)C1CCN(C(=O)c2cc(-c3ccncc3)nc3ccccc23)CC1	0.2	3	6	0	4	-1	-9	-1	-1	1
Cc1ccc([N+](=O)[O-])cc1S(=O)(=O)NCCc1c(C)[nH]c2ccccc12	-0.6	-2	-1	-1	-3	4	4	-1	-4	-3
COc1cccc(C(=O)Nc2ccc(C(=O)NCC3CCCO3)cc2)c1 (stereo not given)	-1.2	-4	-6	7	5	-1	2	1	2	8
S=C(Nc1ccc(Cl)c(Cl)c1)Nc1nnc(-c2ccncc2)s1	.	.	-11	.	-1	7	-1	-1	5	-17
O=c1c2ccccc2c(/C=N/NS(=O)(=O)c2ccccc2)c(O)n1-c1ccccn1	-5.5	0	-3	-22	-2	-1	-10	9	6	-13
CCN1C(=O)[C@H]2[C@@H](c3ccc(OC)cc3)N[C@]3(CCCN(Cc4ccccc4)C3=O)[C@H]2C1=O	-0.8	9	6	-2	-6	3	-1	2	3	4
O=C(CCc1nc(-c2ccccc2Cl)no1)Nc1cccnc1	0.2	-6	4	-3	-2	4	2	-3	2	-9
CCOC(=O)C1CCCN(C(=O)c2ccc(OC)cc2OC)CC1 (stereo not given)	0.7	.	-1	-1	-2	2	-4	-3	2	-2
Cc1ccc(C)c(NC(=O)CN(C)C(=O)c2cc3ccccc3oc2=O)c1	-1.1	-1	-10	3	-3	3	-10	-2	1	-26
COCCn1c(=O)c2c(nc3n2CC(C)CN3Cc2ccccc2)n(C)c1=O (stereo not given)	1.6	6	4	-3	5	1	5	1	2	20
COc1cccc(-c2csc(N3CCN(C(=O)Nc4ccc(F)cc4)CC3)n2)c1	-0.8	-34	-12	0	7	-4	0	-2	-1	0
Cc1ccc(N2CCN(S(=O)(=O)N3CCCCC3)CC2)cc1C	-0.2	2	2	4	-5	0	-2	0	2	-9
CCOc1ccc(CC2c3cc(OCC)c(OCC)cc3CCN2C(=O)c2cc(OC)c(OC)c(OC)c2)cc1OCC (stereo not given)	0.3	0	3	-1	2	2	6	-1	-1	11
COCCN1C(=O)N[C@@H](c2cccc(C(F)(F)F)c2)[C@H](C(C)=O)[C@H]1C	-0.9	1	2	7	0	1	12	0	-1	9
COc1ccc(NC(=O)COC(=O)c2ccc3c(c2)OCO3)c(OC)c1	22*	7	-1	0	-9	1	-10	-2	0	4
